# PglD inh: C. jejuni PglD acetyltransferase inhibitors, primary screen, biochemical, DTNB colorimetric, single point | UDP-N-acetylbacillosamine N-acetyltransferase PglD (Campylobacter jejuni) | purified PglD enzyme, DTNB colorimetric CoA detection | inhibition, % at 12.5 µM | 360,000 compounds, 0.098% hits | AID 602405, 2012; in the data active = inhibition above about 16%, passing the limit was not always enough; note: strong numbers were not always called active
# PGC1a acetyl inh: inhibitors of PGC1a acetylation signal, primary screen, cell-based, U2OS, AlphaScreen, inhibitor mode; AlphaScreen anti-acetyl-lysine; with virally co-expressed GCN5 acetyltransferase; inhibition, % at 15.6 µM; 350,000 compounds, 0.17% hits;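 active = every replicate shows inhibition of at least 40%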;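 note: 0% = neutral control wells and 100% = positive control wells; some results beyond the cut were filed as inactive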
# PAX8 inh HTS: inhibitors of PAX8-driven TPO luciferase reporter, primary screen, RMG-I cells, single concentration; SteadyGlo, 24 h; inhibition, % at 12.6 µM; 360,000 compounds, 1.2% hits;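 active = mean replicate inhibition at least 60% with every replicate also reaching 60%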;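 note: luciferase light reporting Pax8 driven TPO promoter activity; plate controls were median of neutral control wells for no effect and mitoxantrone controls for full effect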
# C2C12 statin: suppressors of statin myotoxicity in C2C12 myotubes, primary screen, cell-based, single point, plate reader | C2C12 myotubes + simvastatin, ATP luminescence, 48 h; scaled: DMSO 0, geranylgeraniol control 100 | rescue of ATP level, % at 7.49 µM | 330,000 compounds, 0.78% hits | AID 602340, 2012;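 active = mean ATP rescue above about 67%, or every replicate alone reaching that limit, limit read from the data, passing the limit was not always enough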;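 note: myotubes were challenged with 10 µM simvastatin during compound exposure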
# GSIS activator: GLuc luminescence reporter in INS-1E cells, primary screen for activators of glucose-dependent secretion of insulin. INS-1E GLuc reporter insulin secretion, 2-3 h. activation, % at 16.6 µM. 370,000 compounds, 0.61% hits. AID 743287, 2014;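 active = lowest replicate activation of at least 40%, so every replicate reaches that level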;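 note: 0% = median of neutral control wells and 100% = median of IBMX positive control wells; some compounds called inactive have numbers as strong as hits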
# Cneo AK release: Cryptococcus neoformans cell lysis inducers, primary screen, AK release luminescence, single concentration; lysis activity, % at 15 µM; 360,000 compounds, 0.2% hits; C. neoformans lysis, adenylate kinase release luminescence, 4 h; normalised: neutral wells 0, clomiphene wells 100; AID 651654, 2012;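 active = mean lysis activity across replicates of at least 80%, whatever share of replicates individually reach that level; inactive = mean lysis activity below 80%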
#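 Test system: log-phase Cryptococcus neoformans yeast cells. Input: 5 × 10^6 yeast cells/mL. Medium: fresh YPD growth medium. Doses: single dose. Incubation: static 4 h at 37 °C with compound, 1 h detection. Measured by: luminescent adenylate kinase detection reagent. Read-out: signal increase indicating cell lysis. Benchmarks: Clomiphene.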
# LGR2 inh: inhibitors of bursicon-induced LGR2 CRE-luciferase signal, primary screen, cell-based, HEK293, CRE-luciferase reporter, bursicon stimulation | Drosophila bursicon receptor LGR2 (rickets) | bursicon-stimulated, 4 h | inhibition, % at 9.99 µM | 380,000 compounds, 0.35% hits | AID 720647, 2013;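 active = drop in luminescence signal, shown as inhibition above about 50% in the replicate tests, limit read from the data, passing the limit was not always enough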;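 note: agonist challenge used bursicon conditioned medium at about half maximal strength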
# ARNT TACC3 PPI: disruptors of ARNT/TACC3 protein interaction, primary screen, biochemical, AlphaScreen, single concentration; AlphaScreen His-ARNT PAS-B/GST-TACC3 binding, luminescence; TACC3 fragment carries E629A point mutation; 390,000 compounds, 0.66% hits; inhibition, % at 9.99 µM; AID 623870, 2012; Transforming acidic coiled-coil-containing protein 3 (Homo sapiens), Q9Y6A5;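 active = mean inhibition of replicates at least 50% and at least half of replicates each reaching 50%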;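 note: 0% = complete ARNT plus TACC3 wells and 100% = ARNT alone without TACC3; many hits fall short of the cut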
# Active calls of the source: *; nt = not tested or not shown; & = joins results of further samples; ! = not active in a repeat.
1. COC(=O)CCCCC(=O)C1C(=O)CC(C)(C)C(C(=O)OC)C1=O (configuration not stated)
2. O=c1cc(CSc2ccc(Cl)cc2)nc2nc[nH]n12
3. COCCOC(=O)/C(=C\c1cc(C(C)(C)C)c(O)c(C(C)(C)C)c1)C(C)=O
4. CCN(CC)c1ccc2c(C)c(CO)c(=O)oc2c1
5. CC(C)NC(=S)n1cc(C(=O)c2cc(Cl)cc(Cl)c2O)cn1
6. CC(=O)C[C@H](O)CC(=O)[C@@H]1OC(=O)CCCCC/C=C/Cc2ccccc21
7. Cc1nnc2sc(SCC(=O)N3CCCCC3)nn2c1=O
8. N#CC1=C(N)Oc2n[nH]c(-c3cccs3)c2C1c1cccnc1 (configuration not stated)
entry no.	1	2	3	4	5	6	7	8
PglD inh	-2	-4	0	nt	-1	-6	-2	-2
PGC1a acetyl inh	-8	-6	4	8	14	nt	nt	7
PAX8 inh HTS	nt	12	1	38	-10	3	8	15
C2C12 statin	nt	-2	0	nt	8	3	nt	4
GSIS activator	nt	nt	-59	9	-25	2	4	26
Cneo AK release	-3	2	0	nt	-3	5	-1	5
LGR2 inh	nt	nt	12	-26	-6	9	5	nt
ARNT TACC3 PPI	-2	0	-7	-12	-2	-8	-3	-7

9. COc1cccc(NC(=O)CCNS(=O)(=O)c2ccc3c(c2)oc(=O)n3C)c1
10. CC(C)NC(=O)N1CCCCN2[C@H](C1)[C@@H](c1ccc(C#C[C@H](C)O)cc1)[C@@H]2CO
11. CCCCCNC(=O)C1CC(=O)OC12CCCCC2 (configuration not stated)
12. Cc1nonc1C1CCCN1C(=O)c1cc(COc2ccc(F)cc2Cl)on1 (configuration not stated)
13. CC(C)(C)n1nnnc1C(c1ccc2ncccc2c1)N1CCC(O)CC1 (configuration not stated)
14. O=C1C=C(N2CCN(C3=CC(=O)CCC3)CC2)CCC1
15. CCN1C(=O)/C(=C2/Sc3ccccc3N2CCCS(=O)(=O)O)SC1=S
16. O=C(O)c1ccccc1-c1ccccc1C(=O)NCCc1ccccc1
entry no.	9	10	11	12	13	14	15	16
PglD inh	nt	1	nt	-3	3	0	-11&-8	3
PGC1a acetyl inh	nt	-8	8	0	1	3	6&2	18
PAX8 inh HTS	-2	9	-14	-25	15	14	-56	-30
C2C12 statin	nt	nt	nt	2	4	-4	-3&-5	-3
GSIS activator	14	5	16	-9	nt	10	-3	35
Cneo AK release	nt	-4	nt	1	17	16	-1&0	3
LGR2 inh	-10	-1	8	-20	nt	nt	26	-1
ARNT TACC3 PPI	1	-7	-2	-20	-2	-13	6&5	nt

17. Cc1cc(C(=O)Nc2cccc3c2O[C@@H](CN(C)Cc2ccc(C(F)(F)F)cc2)[C@@H](C)CN([C@@H](C)CO)C3=O)n(C)n1
18. CCCCCc1nc2ccccc2c(=O)n1N
19. CCC(=O)c1ccc(OCC(=O)OCC(=O)NCC2CCCO2)cc1 (configuration not stated)
20. Cc1oc2c(CN3CCOCC3)c(O)ccc2c(=O)c1-c1ccccc1
21. Cc1ccnc(NC(=O)c2ccc3c(c2)S(=O)(=O)c2ccccc2C3=O)c1
22. CC=Cc1ccc2n(c1=O)C[C@@H]1[C@@H](CO)[C@H](C(=O)NC3Cc4ccccc4C3)N(CC)[C@H]21 (mixture of isomers)
23. CC(C)(C)NC(=O)NC(=O)COC(=O)c1c(F)cccc1Cl
24. Cc1cc2nc3n(c2cc1C)CC1CC(C(=O)NCCC(C)C)N(C)C31 (configuration not stated)
entry no.	17	18	19	20	21	22	23	24
PglD inh	1	4	0	3	1	1	6	-2
PGC1a acetyl inh	3	4	1	14	4	nt	-1	-4
PAX8 inh HTS	-6	nt	2	nt	-40	nt	-58	-9
C2C12 statin	-13	8	nt	-8	nt	-1	-2	-17
GSIS activator	10	43	4	-1	20	5	-2	-7
Cneo AK release	-2	14	-1	1	-2	43	-1	-7
LGR2 inh	-13	-19	13	11	-15	0	-68	-12
ARNT TACC3 PPI	-8	0	nt	-2	-9	1	-2	1

# In the list so far, these have an aryl thioether with sulfur outside any ring:
2. O=c1cc(CSc2ccc(Cl)cc2)nc2nc[nH]n12
7. Cc1nnc2sc(SCC(=O)N3CCCCC3)nn2c1=O
entry no.	2	7
PglD inh	-4	-2
PGC1a acetyl inh	-6	nt
PAX8 inh HTS	12	8
C2C12 statin	-2	nt
GSIS activator	nt	4
Cneo AK release	2	-1
LGR2 inh	nt	5
ARNT TACC3 PPI	0	-3

# Additional compounds:
25. CCC(C)CNC(=O)c1cccc(OC2CCN(CC(C)(C)C)CC2)c1 (configuration not stated)
26. CNC(=O)COC(=O)c1ccc(Cl)c(S(N)(=O)=O)c1
27. CCCC#Cc1ccc([C@@H]2[C@@H](C#N)N(C(=O)C3CCOCC3)[C@H]2CO)cc1
28. Cc1ccc(S(=O)(=O)Nc2ccc3c(c2)C(=O)N([C@@H](C)CO)C[C@@H](C)[C@H](CN(C)S(=O)(=O)c2ccc(Cl)cc2)O3)cc1
29. O=S(=O)(Cc1ccccc1)NCC[C@H]1CC[C@H](NS(=O)(=O)c2ccc(F)cc2)[C@@H](CO)O1
30. O=C1/C(=C/c2cccs2)SC(=S)N1CCC(=O)N1CCCCC1CCO (configuration not stated)
31. Cc1c(CC(=O)Nc2ccc(Cl)cc2)sc2ccc(Cl)cc12
32. COc1ccc(CC(=O)Nc2cccc(SC)c2)cc1
entry no.	25	26	27	28	29	30	31	32
PglD inh	-3	nt	-1	nt	-2	-1	13	nt
PGC1a acetyl inh	nt	2	1	-1	0	-3	23	nt
PAX8 inh HTS	17	-1	-5	-23	nt	4	22	-3
C2C12 statin	-4	19	-1	nt	3	13	-19	nt
GSIS activator	-9	-3	11	-2	-1	-6	nt	-20
Cneo AK release	0	nt	42	nt	0	-1	0	nt
LGR2 inh	6	3	7	12	15	-38	nt	9
ARNT TACC3 PPI	-2	-6	nt	nt	-9	18	-3	0

33. CO[C@@H]1CN(C)C(=O)c2ccc(NC(C)=O)cc2OC[C@@H](C)N(Cc2cc(F)ccc2F)C[C@H]1C
34. COc1ccc(CCNC(=O)c2cc3c(C)nccc3[nH]c2=O)cc1OC
35. CCC(CC)c1nc(C#N)c(NC(C)c2ccccc2)o1 (configuration not stated)
36. CCC(=O)N1CCc2cc(S(=O)(=O)CCC(=O)NCc3cccc(OC)c3)ccc21
37. COc1ccc(NC(=O)N(C)C[C@H]2Oc3c(NC(=O)CCCCCC(=O)Nc4ccccc4N)cccc3C(=O)N([C@@H](C)CO)C[C@@H]2C)cc1
38. O=C(NCCCN1CCOCC1)C(=O)NCC1OCCN1S(=O)(=O)c1ccc(Cl)cc1 (configuration not stated)
39. O=C(Nc1ccc2c(c1)OCO2)C1CCN(C(=O)CSc2ncnc3ccccc23)CC1
40. COc1ccc(Br)cc1S(=O)(=O)NCc1ccccc1
entry no.	33	34	35	36	37	38	39	40
PglD inh	-1	-2	nt	1	nt	4	nt	3
PGC1a acetyl inh	-15	5	nt	22	1	8	-17	-234
PAX8 inh HTS	nt	0	-21	11	-13	-6	22	0
C2C12 statin	7	-1	nt	5	nt	7	11	nt
GSIS activator	-20	23	14	12	5	9	nt	17
Cneo AK release	5	0	nt	-1	nt	2	-2	3
LGR2 inh	5	nt	-10	11	29	-2	nt	2
ARNT TACC3 PPI	-1	17	-6	-1	nt	nt	-3	-6

41. CC1=C(C(=O)N(C(C)C)C(C)C)CC(CC(=O)NCc2ccco2)C(=O)N1Cc1ccccc1 (configuration not stated)
42. C[C@@H]1CCCCO[C@@H](CN(C)Cc2ccc(C(F)(F)F)cc2)[C@@H](C)CN([C@H](C)CO)C(=O)c2cc(NS(=O)(=O)c3cn(C)cn3)ccc2O1
43. COc1ccc(NC(=O)N(C)C[C@@H]2OCCCC[C@@H](C)Oc3ccc(N(C)C)cc3C(=O)N([C@@H](C)CO)C[C@@H]2C)cc1
44. O=c1c(-c2ccc(Br)cc2)[n+]([O-])c2ccccc2n1OCc1ccccc1
45. CC(NS(=O)(=O)c1ccc(Br)cc1)C(=O)NCCc1ccccc1 (configuration not stated)
46. CCOC(=O)N1CCN(CCCc2ccccc2)CC1
47. CCN(CC)S(=O)(=O)c1ccc(C)c(NC(=O)Cn2c(=O)cnc3ccccc32)c1
48. CN1CCN(CCOCCOc2ccc(Br)cc2Cl)CC1
entry no.	41	42	43	44	45	46	47	48
PglD inh	-2	3	-2	-9	3	-1	nt	-1
PGC1a acetyl inh	4	1	22	-3	3	5	nt	nt
PAX8 inh HTS	12	nt	-8	21	1	-9	11	-15
C2C12 statin	10	nt	-5	nt	nt	23	nt	9
GSIS activator	-1	9	-5	5	-4	37	0	11
Cneo AK release	4	-1	-5	-1	1	1	nt	3
LGR2 inh	13	-10	-24	27	5	-13	20	4
ARNT TACC3 PPI	nt	28	3	-3	3	7	1	-11

49. CC(C)C(=O)Nc1c(O)c2ccccc2[nH]c1=O
50. COc1ccccc1-c1cc(C(=O)NN)[nH]n1
51. CC1(C(=O)O)Sc2[nH]c(=O)sc2C2c3ccccc3OC(=O)C21 (configuration not stated)
52. C[C@@H]1CN([C@@H](C)CO)S(=O)(=O)c2ccc(-c3ccc(C(=O)N(C)C)cc3)cc2O[C@@H]1CN(C)C(=O)C1CCCCC1
53. CCCCN1C(=O)C(CC(=O)NC2CCCCC2)CC(C(=O)N(CC)CC)=C1C (configuration not stated)
54. COc1ccc(C#Cc2cnc3c(c2)C(=O)N([C@H](C)CO)C[C@H](C)[C@@H](CN(C)C(=O)Nc2cccc(OC)c2)O3)cc1
55. CSc1ccc(CN2CCN(Cc3ccc([N+](=O)[O-])cc3)CC2)cc1
56. COc1ccc(/C(N)=N/OC(=O)Oc2ccccc2)cc1
57. CC(=O)OCC(=O)C1(O)CCC2C3CC(C)C4=CC(=O)C=CC4(C)C3(F)C(O)CC21C (configuration not stated)
entry no.	49	50	51	52	53	54	55	56	57
PglD inh	9	1	1	-1	0	-4&2	5	1	-1
PGC1a acetyl inh	9	-16	nt	3	11	8&0&-1	20	-8	-2
PAX8 inh HTS	0	-22	nt	nt	-8	7&-6	-1	-25	1
C2C12 statin	nt	nt	-4	5	-2	112*!	-22	nt	6
GSIS activator	6	0	-3&18	-2	-1	-21&-6	nt	nt	-20
Cneo AK release	-3	-1	-2	-2	2	2&2	-5	-1	-1
LGR2 inh	5	-1	-21&35	-8	2	-10&-20	nt	nt	4
ARNT TACC3 PPI	-9	nt	1	1	nt	-2	3	nt	-1

# A few values from the results shown.
# In ARNT TACC3 PPI, `CSc1ccc(CN2CCN(Cc3ccc([N+](=O)[O-])cc3)CC2)cc1` is entered as 3
# In PAX8 inh HTS, `CC1=C(C(=O)N(C(C)C)C(C)C)CC(CC(=O)NCc2ccco2)C(=O)N1Cc1ccccc1` (configuration not stated) is entered as 12
# In ARNT TACC3 PPI, `CCCCCNC(=O)C1CC(=O)OC12CCCCC2` (configuration not stated) is entered as -2
# In PglD inh, `Cc1cc(C(=O)Nc2cccc3c2O[C@@H](CN(C)Cc2ccc(C(F)(F)F)cc2)[C@@H](C)CN([C@@H](C)CO)C3=O)n(C)n1` is entered as 1
# In PGC1a acetyl inh, `O=C(Nc1ccc2c(c1)OCO2)C1CCN(C(=O)CSc2ncnc3ccccc23)CC1` is entered as -17
